Screens: PubChem BioAssay, several laboratories
Mtb RmlCD inh: M. tuberculosis RmlC/RmlD coupled enzyme inhibitors, primary screen, biochemical, compound mixtures, 384-well, from 1536-well plates | dTDP-4-dehydrorhamnose reductase (Mycobacterium tuberculosis (strain ATCC 25618 / H37Rv)) … | RmlC+RmlD coupled enzyme assay, percent inhibition; primary screen in compound mixtures | inhibition, % at 3.6 µM | hit rate 0.03% among 160,000 | AID 1533, 2009; in the data active = inhibition mostly above about 34%, no sharp cut-off; note: some results filed as inactive read as strong as hits
Target sequence (P9WH09 whole entry, looked up): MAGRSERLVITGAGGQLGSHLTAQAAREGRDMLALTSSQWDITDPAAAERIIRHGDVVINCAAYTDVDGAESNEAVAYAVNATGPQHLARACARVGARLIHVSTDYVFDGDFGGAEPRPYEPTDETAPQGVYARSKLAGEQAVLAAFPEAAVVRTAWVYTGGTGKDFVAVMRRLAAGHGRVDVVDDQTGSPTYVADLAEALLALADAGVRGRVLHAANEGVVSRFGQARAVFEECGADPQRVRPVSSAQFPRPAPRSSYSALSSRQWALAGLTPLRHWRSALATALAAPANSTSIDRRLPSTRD
Target sequence (P9WH11 whole entry, looked up): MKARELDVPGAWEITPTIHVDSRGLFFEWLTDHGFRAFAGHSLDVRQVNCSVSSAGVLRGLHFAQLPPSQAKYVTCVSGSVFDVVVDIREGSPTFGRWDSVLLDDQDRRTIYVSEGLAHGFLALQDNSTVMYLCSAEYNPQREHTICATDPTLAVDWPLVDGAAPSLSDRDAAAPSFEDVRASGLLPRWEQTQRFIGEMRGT
GlmU inhibition: inhibition of mycobacterial GlmU enzyme – biochemical, glucosamine-1-phosphate acetyltransferase (AID 1376); inhibition, %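 (tested at 30 µM in the primary screen)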; hits with a dose series show IC50 in µM; hit rate 0.25% among 220,000; M. tuberculosis GlmU acetyltransferase enzyme assay; higher % means a stronger effect; Bifunctional protein GlmU (Mycobacterium tuberculosis (strain ATCC 25618 / H37Rv)); in the data active = inhibition above about 13%;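 note: 0% = complete reaction with vehicle and 100% = reaction without substrate; strong numbers were not always called active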
The depositor's hits bear a star; x = no result given; & = joins results of further samples. Not all compounds are listed; the hit share may differ from the screen's.

canonical_smiles | Mtb RmlCD inh | GlmU inhibition
C[C@H]1O[C@H](O[C@H]2[C@H](O)[C@@H](O)[C@@H](O[C@H]3[C@H](O)[C@@H](O)C(O)O[C@@H]3CO)O[C@@H]2CO)[C@H](O)[C@@H](O)[C@@H]1N[C@H]1C=C(CO)[C@@H](O)[C@H](O)[C@H]1O (stereo partly specified) | 1 | 1.2%
CCCCCOc1ccc(CN2CCOCC2)cc1Cl | 7 | -0.8%
CSc1ncccc1C(=O)N1CCCC(CCC(=O)NCc2ccccc2F)C1 (stereo unspecified) | -8 | 2.0%
O=C(CN(Cc1ccc2c(c1)OCO2)C(=O)CNS(=O)(=O)c1ccccc1)NCc1ccco1 | 4 | 8.8%
CC(=O)Nc1ccc(N=Cc2ccc(OCc3ccccc3)cc2)cc1 | x | 6.6%
CCCOc1ccc(C(=O)NCCCn2ccnc2)cc1 | 0 | -3.0%
COC(=O)c1[nH]c2cccc(OC)c2c1NC(=O)CN1CCOCC1 | 6 | 2.2%
O=c1c2c([nH]n1-c1ccccc1)CCCC2 | x | 7.7%
c1csc(C2=NNC(=NC3CCCCC3)SC2)c1 | 7 | -5.7%
Cn1c(=O)c(C(=O)Nc2ccccn2)c(O)c2ccccc21 | 0 | 2.0%
Cc1ccc(C)c(N=Cc2ccc(-c3ccc([N+](=O)[O-])cc3)o2)c1 | 4 | -4.2%
CC1CCCN(C(=O)CN2CCC(c3nc4ccc(Cl)cc4[nH]3)CC2)C1 (stereo unspecified) | -2 | -0.6%
Cc1nc([N+](=O)[O-])c(Br)n1Cc1ccc(Cl)c(Cl)c1 | 4 | 3.3%
Cc1cccc(-n2ncc3c(NCCCN4CCCC4=O)ncnc32)c1 | x | 17%
CCN(CC)S(=O)(=O)c1ccc(C(=O)OCC(=O)NCc2ccco2)cc1 | 4 | 0.5%
COc1cc(C(O)P(=O)(OC(C)C)c2ccc(N(C)C)cc2)cc(OC)c1OC (stereo unspecified) | -5 | -1.4%
Nc1nccc(/C=C/c2c(Cl)cccc2Cl)n1 | 7 | x
O=C1NC(=O)C(CCc2ccncc2)(CCc2ccncc2)C(=O)N1C1CCCCC1 | -10 | 5.3%
COc1ccc(Cl)cc1S(=O)(=O)N1CCCC(C(=O)NCC(N)=O)C1 (stereo unspecified) | x | 2.4%
CCSC1=NC(C)(C)C=C(C)N1 | 2 | 2.8%
COc1ccc(S(=O)(=O)Cc2ccc(C(=O)N3CCN(C4CCCCC4)CC3)o2)cc1 | -8 | 0.4%
COc1cc(NC(=O)c2ccco2)c(OC)cc1NC(=O)c1cc(OC)c(OC)c(OC)c1 | 16 | -4.0%
CNC(=O)N/N=C(\N)c1ccccn1 | -8 | -4.7%
Cc1cnc(C(=O)Nc2ccc(N3CCCCC3)cc2)cn1 | -10 | 5.3%
CNC(=S)N/N=C1\C2CN3CCN(C2)CC1(c1ccccc1)C3 | 2 | -3.2%
Cc1cc(C)n(-c2ccc(NN=C(C#N)C#N)cc2)n1 | -11 | 2.1%
CC1(C)CC(=O)C(C=Nc2ccc3c(c2)OCO3)=C(O)C1 | -10 | -3.1%
CCN(CC)C(=O)N[C@H]1C[C@@H]2c3cccc4[nH]cc(c34)C[C@H]2N(C)C1 | x | -3.1%
Cc1csc(NC(=O)CN2CCCCCC2)n1 | x | 3.4%
O=C1CC(C(=O)O)C2(CCCC2)O1 (stereo unspecified) | x | -7.8%
CC(=O)c1c(C)[nH]c(C(=O)Nc2nccs2)c1C | -4 | -2.8%
CCCNc1nc(OCC(F)(F)F)nc(OCC(F)(F)F)n1 | x | -7.5%
COc1cc(CCCN2C(=O)C(=O)NC[C@@H]2C(C)O)cc(OC)c1OC (stereo partly specified) | x | 0.8%
CC1=CCC2([N+](=O)[O-])CN(CC(=O)O)CC1([N+](=O)[O-])C2 (stereo unspecified) | x | 3.5%
CCOC(=O)CN(C(=O)CNC(=O)c1cccs1)C(C(=O)NC1CCCCC1)c1cccnc1 (stereo unspecified) | x | -0.2%
CC(C)Cn1c(SC(C)C(=O)Nc2ccc(N3CCOCC3)cc2)nc2ccccc21 (stereo unspecified) | x | 4.9%

Looked up above.
Under GlmU inhibition, `CC(=O)c1c(C)[nH]c(C(=O)Nc2nccs2)c1C` has -2.8%
Under GlmU inhibition, `CC(C)Cn1c(SC(C)C(=O)Nc2ccc(N3CCOCC3)cc2)nc2ccccc21` (stereo unspecified) has 4.9%

Additional compounds
canonical_smiles | Mtb RmlCD inh | GlmU inhibition
Cc1ccc(-c2csc(NC(=S)NC(=O)c3cccs3)n2)cc1 | -7 | 3.9%
COP(=O)(NC(=O)C(Cl)(Cl)Cl)OC | -13 | 5.0%
COc1ccc(Cl)cc1NC(=O)CN(C)CC(=O)Nc1ccc(Br)cc1 | 5 | -2.5%
O=[N+]([O-])c1ccc(COc2ncnc3ccccc23)cc1 | 0 | 1.1%
CCCCOCCCNC(=O)c1cccs1 | -3 | 5.5%
O=S(=O)(c1ccc(Br)s1)N1CCc2ccccc2C1 | x | 1.7%
Cc1ccc(N(CC(=O)Nc2c(C)n(C)n(-c3ccccc3)c2=O)S(C)(=O)=O)cc1C | x | -6.9%
COc1ccc(C2NC(c3ccc(OC)cc3)C(c3ccccc3)C(=O)C2c2ccccc2)cc1 (stereo unspecified) | 3 | -2.3%
O=C(Oc1ccccc1C(=O)Oc1ccccc1)c1cccnc1 | 10 | -3.1%
CC(C)(C)OC(=O)N1CCC(c2c(C(=O)O)cnn2-c2ccccc2Cl)CC1 | -10 | 1.2%
O=C(CCN1C(=O)c2ccccc2C1=O)OCn1nnc2ccccc2c1=O | x | 2.3%
N#C/C(=N\Nc1ccc(Cl)cc1)C(=O)c1ccsc1 | -1 | 3.2%
COc1cccc(-c2cc(C(=O)Nc3c(C)n(C)n(-c4ccccc4)c3=O)no2)c1 | -8 | 3.3%
O=C(NC1CCCc2ccccc21)c1ccc(Br)cc1 (stereo unspecified) | 4 | 0.1%
NC(=O)CNC1CC(=O)N(CCc2ccccc2)C1=O (stereo unspecified) | 8 | 10%
c1ccc(-n2cnc3cc(NCc4cccs4)ccc32)cc1 | x | -3.0%
Cc1ccc(S(=O)(=O)N2CCCN(c3nc4cc(C)ccc4cc3C#N)CC2)cc1 | x | -4.1%
CC(=O)c1ccc(OCCCC(=O)Nc2cccc(S(=O)(=O)N(C)C)c2)cc1 | 1 | 2.0%
CCN(CC)c1ccc2oc(=O)c(C)nc2c1 | 10 | 4.8%
Cc1ccc(S(=O)(=O)NN=C2CCN(Cc3ccccc3)CC2)cc1 | -7 | 4.7%
CCO[C@H]1OC(C(=O)N2CCN(C)CC2)=C[C@@H](c2csc3ccccc23)[C@@H]1CCCO | x | -4.4%
CCOCC(=O)Nc1cccc(OC)c1 | x | 5.0%
CCOC(=O)c1c(NC(=O)CSc2nnc(C)o2)sc(C)c1C | x | 1.8%
CCc1ccc(Nc2n[n+](C)c(-c3ccc(C(=O)O)cc3)s2)cc1 | x | 3.0%
CCOc1nc(NC(=O)NS(=O)(=O)c2ccccc2F)nc(-c2ccccc2)n1 | -8 | -0.1%
COCC(=O)Nc1cc(=O)n(C)c(=O)n1C | 15 | -3.2%
C=CCN(Cc1cc(OC)ccc1OC)S(=O)(=O)N(C)C | x | 5.9%
COC(=O)c1cc(S(=O)(=O)n2nc(C)c(Br)c2C)c(Cl)cc1Cl | 0 | -1.6%
Cc1ccc(C(=O)NCCCN2CCOCC2)cc1 | x | -2.9%
CC1(CC(=O)N/N=C/c2cc(Br)c(O)cc2O)OCCO1 | -5 | -0.8%
CCN(CC)C(=O)c1cnn(-c2ccccc2)c1NC(=O)c1cccs1 | x | -3.5%
C=CCNC(=O)C1(c2ccccc2)CC1(Cl)Cl (stereo unspecified) | -14 | 8.7%
Cc1c(NC(=O)c2ccc(=O)oc2)c(=O)n(-c2ccccc2)n1C | 0 | -2.0%
N#Cc1cc2c(nc1SCc1ccccc1)CCCCC2 | 18 | -7.5%
CSc1n[nH]c(NC(=O)c2c(-c3c(Cl)cccc3Cl)noc2C)n1 | 4 | -4.4%
O=C(O)CC(SCC(=O)Nc1ccc(S(=O)(=O)N2CCCC2)cc1)C(=O)O (stereo unspecified) | 10 | 1.6%

Among those listed so far, 5 have a furan ring, fused or not:
canonical_smiles | Mtb RmlCD inh | GlmU inhibition
O=C(CN(Cc1ccc2c(c1)OCO2)C(=O)CNS(=O)(=O)c1ccccc1)NCc1ccco1 | 4 | 8.8%
Cc1ccc(C)c(N=Cc2ccc(-c3ccc([N+](=O)[O-])cc3)o2)c1 | 4 | -4.2%
CCN(CC)S(=O)(=O)c1ccc(C(=O)OCC(=O)NCc2ccco2)cc1 | 4 | 0.5%
COc1ccc(S(=O)(=O)Cc2ccc(C(=O)N3CCN(C4CCCCC4)CC3)o2)cc1 | -8 | 0.4%
COc1cc(NC(=O)c2ccco2)c(OC)cc1NC(=O)c1cc(OC)c(OC)c(OC)c1 | 16 | -4.0%

Continuation.
canonical_smiles | Mtb RmlCD inh | GlmU inhibition
O=C(CN(Cc1ccco1)C(=O)CNS(=O)(=O)c1ccc(F)cc1)NCCc1ccccc1 | 6 | 5.4%&0.1%
Cc1ccc2c(c1)C1CN(C)CCC1N2C(=S)Nc1ccc(OC(F)F)cc1 (stereo unspecified) | 40 | -3.0%
COc1ccc(-c2nc(-c3ccccc3)ncc2S(C)(=O)=O)cc1 | -4 | -3.6%
CC1=CC2=NC(=O)/C(=C\c3cccn3CCOc3cccc(C)c3)C(=N)N2O1 | -12 | 8.2%
COc1ccc(C(=O)N/C(=C\c2ccc3c(c2)OCO3)C(=O)Nc2cccc(C(=O)O)c2)cc1 | -9 | 1.2%
O=C(CCn1nc(-c2ccccc2)ccc1=O)NCCCN1CCCCCC1 | 9 | x
O=C(OCC1CCCN2CCCCC12)c1ccc2c(c1)OCO2 (stereo unspecified) | 11 | 0.3%
CC(=O)c1ccc(NC(=S)N2CCCCCC2)cc1 | -3 | 5.0%
Cc1cccc(C(=O)NC(C(=O)Nc2nc(-c3ccccn3)cs2)C(C)C)c1 (stereo unspecified) | 19 | -2.4%
O=C(COc1ccc(-n2cnnn2)cc1)NCCc1ccc(F)cc1 | x | -2.1%
O=C(CN(c1ccccc1)S(=O)(=O)c1ccccc1)N1CCOCC1 | 11 | 0.8%
Cn1c(-c2ccccc2)cnc1SCC(=O)N1CCCc2ccccc21 | 9 | -0.1%
Cc1cccc2c1N(C(=O)c1ccco1)C(C)(C)c1ssc(=S)c1-2 | 8 | -8.4%
Cc1cc(/C=C(\C#N)C(=O)NCc2ccco2)c(C)n1-c1cccnc1 | 8 | 10%
COc1ccccc1NC(=O)C(=O)N/N=C/c1ccc([N+](=O)[O-])s1 | 10 | 0.8%
O=S(Cc1cc(Sc2ccccc2)nc(-c2ccccc2)n1)c1ccccc1 (stereo unspecified) | 0 | -2.2%
CN1CCN(C(=O)c2c(O)c3cccc4c3n(c2=O)CC4)CC1 | 2 | 1.3%
COc1ccccc1CN1C(=O)CCC1(C)C(=O)NCc1cccnc1 (stereo unspecified) | 13 | 3.5%
CCC(C(=O)O)n1nc(-c2ccccc2)c2cc(Cl)ccc21 (stereo unspecified) | -8 | 4.1%
COc1ccc(CC(=O)N2CCCC(CNC(=O)c3ccccc3Cl)C2)cc1 (stereo unspecified) | x | -3.0%
CCN(Cc1ccncc1)C(=O)CCc1nnc(CCc2ccc(OC)cc2)o1 | -6 | -5.7%
O=C(O)CCNC(=O)c1ccc(Br)o1 | x | -4.1%
Cc1nn(C)c(Cl)c1C(N)=O | x | -3.0%
COc1ccc2[nH]c(=O)c(CN(C)C(=O)c3ccncc3)cc2c1 | -2 | 2.7%
Cc1nc2ccc(N3CCN(C)CC3)cc2nc1C | 13 | -1.4%
COc1ccc(/C(N)=N/OC(=O)N2CCOCC2)cc1 | 15 | 1.0%
COc1ccc(C2CC(c3cccs3)=NN2C(=O)CN2CCCCC2)cc1 (stereo unspecified) | -1 | 0.5%
Cc1ccc(S(=O)(=O)N2CCOCC2)cc1NC(=O)CSc1nnc2cc(C)c3ccccc3n12 | 6 | -4.6%
COc1ccc(-n2c(=O)[nH]cc(C(=O)Nc3ccc(NC(C)=O)cc3)c2=O)cc1 | x | -3.0%
Fc1ccccc1CCNCc1cccc(Cl)c1Cl | 11 | -2.6%
Cc1ccccc1Nc1nnc(SCC(=O)NC(=O)Nc2ccc3c(c2)OCCO3)s1 | 5 | 2.6%
Cc1ccc(SCCNC(=O)CN2C(=O)c3ccccc3S2(=O)=O)cc1 | 5 | 0.1%
CCN1CCN(Cc2ccc(NC(=O)Nc3ccc(OC)cc3)cc2)CC1 | -12 | 2.4%
CCOC(=O)c1cc(-c2cccs2)[nH]n1 | 0 | 3.2%

One compound at a time (already shown). Order of values: Mtb RmlCD inh, GlmU inhibition
COc1ccc(C2CC(c3cccs3)=NN2C(=O)CN2CCCCC2)cc1 (stereo unspecified) in the list: -1, 0.5%
CCN1CCN(Cc2ccc(NC(=O)Nc3ccc(OC)cc3)cc2)CC1 in the list: -12, 2.4%
